LMPTP block = LMPTP (human) inhibition; recombinant LMPTP-A, OMFP fluorogenic substrate, fluorescence intensity; inhibition, % at 20 µM; P24666; actives 0.22% (n = 360,000);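 active = compounds that cut the enzyme signal by at least half of the control window in the single-dose screen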;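 also: plate controls were DMSO wells with enzyme plus substrate for no effect and substrate without enzyme for full effect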
Target sequence (P24666 whole entry, looked up): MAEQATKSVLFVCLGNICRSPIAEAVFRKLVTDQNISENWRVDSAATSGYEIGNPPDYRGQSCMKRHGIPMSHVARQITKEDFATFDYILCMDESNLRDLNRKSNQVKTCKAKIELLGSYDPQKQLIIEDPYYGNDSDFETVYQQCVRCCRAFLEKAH
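Assay system: LMPTP-A phosphatase enzyme | Input: 0.625 nM enzyme | Also added: Fluorogenic phosphatase substrate OMFP at 400 µM final | Compound dosing: One test concentration per compound, 20 µM, with 3% DMSO overall | Schedule: 50 min enzyme reaction at room temperature, protected from light | Signal: Fluorescence intensity | Benchmarks: no-enzyme and uninhibited controls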
Scp-1 inhibitor = blocks human Scp-1 phosphatase activity. actives 0.88% (n = 340,000). Recombinant Scp1, phosphopeptide, malachite green phosphate absorbance. inhibition, % at 20 µM. Q9GZU7;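 active = inhibition above about 50% at 20 µM, limit read from the data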;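 also: plate controls were DMSO wells with enzyme for no effect and wells lacking enzyme for full effect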
Target sequence (Q9GZU7 76-261 limits assumed): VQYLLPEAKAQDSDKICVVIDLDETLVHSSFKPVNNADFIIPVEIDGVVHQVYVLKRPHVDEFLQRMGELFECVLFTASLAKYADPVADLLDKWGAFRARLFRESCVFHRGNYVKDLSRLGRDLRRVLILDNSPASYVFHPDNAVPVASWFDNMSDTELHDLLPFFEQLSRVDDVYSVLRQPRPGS
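Assay system: SCP-1 catalytic fragment, aa 76-261 | Buffer or medium: Tris acetate buffer pH 5.5 with MgCl2 and Tween-20 | Compound: One concentration, 20 µM, with 1.0% DMSO | Also added: Phospho 17-mer peptide substrate | Signal: Absorbance at 630 nm | Incubation: 45 min enzyme reaction at room temperature | Measure: % inhibition of SCP-1 phosphate liberation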
SKN-1 block = blocks SKN-1 activity in C. elegans | C. elegans VP596 Pgst-4::GFP/RFP ratio, acrylamide-induced, 24 h | inhibition, % at 21.8 µM | actives 0.49% (n = 360,000) | AID 624304;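 active = interference check ratio from 0.5 to 1.5 plus GFP to RFP signal ratio inhibition reaching or exceeding a fixed threshold, cut at about 30% in these data, passing the limit was not always enough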; also: some compounds called inactive have numbers as strong as hits
Neddyl block = blocks human cullin neddylation. P61081+Q13564. TR-FRET cullin neddylation, biochemical. calls only at 25 µM. actives 0.58% (n = 360,000). AID 651699; in the data active = inhibition above about 36%
NadD block = NadD (S. aureus) enzyme inhibition; purified NadD enzyme, colorimetric absorbance read-out; inhibition, % at 20 µM; actives 0.78% (n = 360,000); AID 602399; in the data active = inhibition above about 26%; also: some compounds past the cut are filed as inactive
NRP1-CendR mod = modulators of CendR peptide binding to human neuropilin-1 | actives 0.85% (n = 360,000) | inhibition, % at 25 µM | FAM-RPARPAR peptide binding to NRP-1, fluorescence polarization | O14786;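 active = inhibition or corrected inhibition above about 18%, plus a signal ratio from 0.5 to 1.5, limit read from the data, passing the limit was not always enough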; also: strong numbers were not always called active
SUMO1 PPI mod = alters human SUMO1 binding to SIM partners | P63165 | SUMO1 binding to a labelled peptide, TR-FRET, 1 h | inhibition, % at 20 µM | actives 0.33% (n = 360,000) | AID 602429; in the data active = inhibition above about 37%
Target sequence (P63165 whole entry, looked up): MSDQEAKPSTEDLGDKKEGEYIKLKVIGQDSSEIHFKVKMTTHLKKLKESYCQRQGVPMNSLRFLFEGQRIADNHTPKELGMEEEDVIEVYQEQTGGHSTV
DNMT1 inh = blocks human DNA methyltransferase DNMT1 | inhibition (reported as % activation of signal), % at 10 µM | DNMT1 molecular beacon, Hinp1I cleavage, fluorescence | actives 0.83% (n = 360,000) | AID 588458; in the data active = inhibition above about 50%
TbMetRS inhib = blocks T. brucei methionyl-tRNA synthetase activity. purified T. brucei MetRS, ATP depletion, Kinase-Glo luminescence. inhibition, % at 11.9 µM. actives 0.4% (n = 360,000). AID 624268;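 active = inhibition above a per-plate cutoff of the control wells' mean inhibition plus 3 SD, cut at about 5.5% in these data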;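 also: 0% = DMSO wells median and 100% = median of wells with control inhibitor compound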
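Dosing: 11.9 µM single point; system: parasite MetRS enzyme; technique: luminescence of leftover ATP; times: 15 min enzyme-compound preincubation, 2 h reaction, 10 min detection, 25 °C; replicates: each compound tested once; read-out basis: percent inhibition relative to median high and low control wells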
STEP inh = STEP (human) phosphatase inhibition; recombinant STEP, OMFP fluorogenic substrate, fluorescence; P54829; actives 0.25% (n = 360,000); inhibition, % at 20 µM; AID 588621;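 active = inhibition at 20 µM, scaled per plate between control wells, above about 37%, limit read from the data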;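 also: 0% = DMSO with enzyme and substrate and 100% = substrate only without enzyme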
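Test system: STEP tyrosine phosphatase / Reagent: OMFP at 25 µM / Doses: 20 µM, 1% DMSO / Read-out: percent inhibition scaled to no-enzyme and uninhibited-enzyme controls, plate-pattern corrected / Detection: FITC-channel fluorescence of OMFP product / Medium: Bis-Tris buffer pH 6.0, 2.5 mM DTT, 0.005% Tween 20 / Schedule: 20 min at room temperature, dark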
Numbers without * were called inactive; i = inactive; / = not tested or not shown; + = active, no number.

no.	Molecule	NadD block	SKN-1 block	Scp-1 inhibitor	DNMT1 inh	TbMetRS inhib	NRP1-CendR mod	Neddyl block	LMPTP block	STEP inh	SUMO1 PPI mod
1	O=C(COc1ccc(CO)cc1Cl)Nc1ccc(F)cc1	0	24	5	0	0.3	-8	i	-1.1	1	0
2	CC(C)(C)c1ccc(NC(=O)NCc2ccco2)cc1	-1	-1	-5	-1	-0.3	4	i	0.9	-2	0
3	CC(C)C(N)c1csc(Nc2ccc(C(=O)N(C)Cc3ccccc3)cn2)n1 (centres undefined)	-6	18	/	-4	-0.2	-14	i	-1.2	0	2
4	CCc1nnc(NC(=O)CSc2nnc(-c3ccccc3O)n2-c2ccc(C)cc2C)s1	16	20	23	-2	0.8	16	+	3.0	0	1
5	Cc1oc2c(cc(NS(=O)(=O)c3cccs3)c3ccccc32)c1C(=O)OC(C)C	-1	-10	-9	-23	-2.5	-13	i	3.3	0	5
6	Cc1ccc(Oc2ncnc(N)c2[N+](=O)[O-])cc1C	-1	4	-6	10	-0.1	4	i	1.4	-2	-27
7	CN(c1ccccc1)S(=O)(=O)c1cc(C(=O)Nc2nc3ccccc3[nH]2)ccc1Cl	14	7	-1	-9	1.2	3	i	1.7	-2	5
8	CC(=O)NCCc1cnc[nH]1	-4	-1	-1	-3	0.3	14	i	0.3	1	9
9	CCOC(=O)C1CCN(C(=O)c2cccc(S(=O)(=O)NCc3ccccc3)c2)CC1	4	15	-3	3	-0.5	0	i	-1.2	-3	3
10	CCCCOc1ccc(N(CC(=O)NC(C)(C)CC)C(=O)CCC(=O)Nc2ccccn2)cc1	-4	7	-7	0	0.3	1	i	-0.4	0	3
11	COc1ccc(-n2c(C)cc(C(=O)Cn3nnc4ccccc4c3=O)c2C)cc1	-4	14	-23	-9	-0.4	6	i	4.6	4	-19
12	C=CCn1c(SCC(=O)NCC2CCCO2)nc2scc(-c3ccc(OC)cc3)c2c1=O (centres undefined)	-6	-1	-10	2	-0.4	1	i	-2.1	3	2
13	O=C(CCSCCc1ccccn1)Nc1cc(F)ccc1F	-7	3	0	2	-0.4	6	i	-1.5	-2	2
14	COc1cc(C(=O)NCCCCc2ccccc2)cc(OC)c1OC	-3	-3	1	3	-1.0	1	i	-1.8	0	-3
15	CCOCCCNC(=S)N1CCN(Cc2ccco2)CC1	-5	-3	-11	0	-0.4	15	i	-2.1	-2	-2
16	O=C(NNC(=O)c1cc(Cl)ccc1O)c1cccc(S(=O)(=O)N2CCOCC2)c1	-1	12	-8	0	-0.2	2	i	-0.1	3	19
17	O=C1/C(=C/c2ccco2)SC(=S)N1CC1CCCO1 (centres undefined)	7	2	63*	71*	-0.2	-40	i	32	47*	2
18	CC1=C(C)CC(C(=O)NNC(=O)c2cccc(Cl)c2)C(C(=O)O)C1 (centres undefined)	2	-4	-9	-3	0.3	12	i	0.5	1	2
19	Cc1c(C(=O)NCCn2ccc3ccccc32)cccc1[N+](=O)[O-]	-6	-4	-8	-1	-0.5	6	i	-0.4	2	-10
20	COc1ccc(COCC(O)CN2CCCC(C(F)(F)F)C2)cc1 (centres undefined)	3	5	/	3	-0.5	7	i	-1.4	-1	4
21	O=C(CC(C(=O)O)P(=O)(c1ccccc1)c1ccccc1)c1ccccc1 (centres undefined)	1	3	-3	7	-0.4	3	i	-0.1	-10	2
22	Cc1[nH]nc2nc(SCC(=O)NCCC3=CCCCC3)n(-c3ccc(Br)cc3)c(=N)c12	3	-17	0	15	-0.3	-9	i	2.0	-1	-19
23	O=C(N/N=C/c1ccc([N+](=O)[O-])o1)c1ccc(NS(=O)(=O)c2cccs2)cc1	-1	-3	0	4	-0.2	-37	i	2.0	1	3
24	CCn1cc([N+](=O)[O-])c(C(=O)Nc2c(C)nn(Cc3cccc(F)c3)c2C)n1	-1	13	4	0	-0.3	-3	i	-2.5	-6	-8
25	CCCCN(C(=O)c1cccc(S(=O)(=O)N2CCN(C)CC2)c1)c1c(N)n(CCCC)c(=O)[nH]c1=O	-1	7	0	0	0.1	-4	i	-0.9	-2	0

Continued; the last three above are carried over.
no.	Molecule	NadD block	SKN-1 block	Scp-1 inhibitor	DNMT1 inh	TbMetRS inhib	NRP1-CendR mod	Neddyl block	LMPTP block	STEP inh	SUMO1 PPI mod
23	O=C(N/N=C/c1ccc([N+](=O)[O-])o1)c1ccc(NS(=O)(=O)c2cccs2)cc1	-1	-3	0	4	-0.2	-37	i	2.0	1	3
24	CCn1cc([N+](=O)[O-])c(C(=O)Nc2c(C)nn(Cc3cccc(F)c3)c2C)n1	-1	13	4	0	-0.3	-3	i	-2.5	-6	-8
25	CCCCN(C(=O)c1cccc(S(=O)(=O)N2CCN(C)CC2)c1)c1c(N)n(CCCC)c(=O)[nH]c1=O	-1	7	0	0	0.1	-4	i	-0.9	-2	0
26	CC[C@H](C)[C@H]1CNC(=S)N1CC1CCN(CCC23CC4CC(CC(C4)C2)C3)CC1	7	-12	1	-2	-0.2	-1	i	-0.4	3	-5
27	ONC(=Nc1ccc(Cl)cc1)c1ccccc1Cl	-1	7	-8	1	1.6	-1	i	0.0	-1	3
28	CC(OC(=O)c1ccc(NC(=O)CC#N)cc1)C(=O)NC(=O)NC1CCCCC1 (centres undefined)	8	-9	-7	-11	0.6	2	i	-1.4	0	-1
29	COC(=O)c1c(-c2ccc(OC)cc2)oc2ccccc12	-9	-1	1	1	-0.4	6	/	1.8	-1	-13
30	CSCCC(NC(=O)c1ccco1)C(=O)N1CC(C)OC(C)C1 (centres undefined)	-2	16	4	3	-0.3	1	i	-0.3	-2	-3
31	CCc1ccc(CNC(=O)C2CC(=O)N(C3CCCC3)C2)cc1 (centres undefined)	-1	11	-7	2	0.1	11	i	-1.3	-2	0
32	CCSc1nc2sc3c(c2c(=O)n1-c1ccc(C)cc1)CCN(C)C3	2	-6	-4	-2	2.3	-63	i	1.2	1	-4
33	Cc1c(F)cccc1NS(=O)(=O)c1ccc2c(c1)c(=O)n(C)c(=O)n2C	-2	-10	-6	3	0.7	3	i	-2.1	2	21
34	O=C(O)c1c[nH]c2c(C(F)(F)F)cccc2c1=O	0	1	-8	3	0.3	-8	i	0.0	-3	3
35	CCN(CC)S(=O)(=O)c1ccc(NC(=O)c2cccc3c2C(=O)N(CCOC)C3)cc1	-1	-3	1	8	0.0	-4	/	-1.6	1	0
36	CCc1cc2c(NCc3ccccc3)nc(C)nc2s1	-4	7	-1	2	1.3	4	i	1.3	0	1
37	CCC(C(=O)NC1CC(C)(C)NC(C)(C)C1)c1ccccc1 (centres undefined)	0	3	9	-2	-0.1	8	i	0.9	19	4
38	CCCC(=O)Nc1nc(C)c(-c2csc(Nc3ccc(Cl)cc3)n2)s1	26	17	4	-41	-0.3	-14	i	1.1	4	9
39	COc1ccccc1N1CCN(C(=O)Cc2cccs2)CC1	-7	16	-6	-2	0.0	-20	i	0.5	-7	1
40	COc1ccc(CC(=O)NC(C)c2nnc(SCCOc3ccc(OC)cc3)n2C)cc1 (centres undefined)	2	-11	1	1	-1.0	0	i	-0.7	0	-2
41	O=C(c1cncc(Br)c1)N1CCCc2ccccc21	-6	-23	0	7	-2.1	6	i	-1.1	-2	2
42	Cc1c2cnn(CC(=O)NCCCN3CC(C)CC(C)C3)c(=O)c2c(C)n1Cc1ccccc1Cl (centres undefined)	-9	-10	16	-1	-1.0	2	i	-0.9	0	3
43	CCC(C)N1CNc2c(c(=O)[nH]c(=S)n2-c2cccc(C)c2)C1 (centres undefined)	0	-3	6	3	-1.7	-15	i	-1.4	-1	-1
44	CCN(CC)S(=O)(=O)c1cc(NS(=O)(=O)c2c(Cl)cccc2Cl)ccc1C	-3	2	-4	-2	-0.7	-3	i	0.8	4	4
45	Cc1cc(C)n(CC(=O)NNC(=O)c2ccc(S(C)(=O)=O)cc2)n1	1	12	-4	10	-0.2	1	i	-1.7	0	-6
46	Cn1c(N)c(C(=O)c2ccc(Cl)c(S(=O)(=O)N3CCCCCC3)c2)c(=O)n(C)c1=O	2	-7	0	-3	-0.2	2	i	-0.7	2	4
47	O=C(/C=C/c1cccc(F)c1)NC1CCN(Cc2ccccc2)CC1	-8	20	-1	1	0.1	4	i	-0.8	2	-11
48	COc1ccccc1NC(=O)CN1CC(=O)Nc2ccccc21	-1	6	26	1	0.1	2	i	-0.4	4	2
49	CCOC(CCc1c(C)nc(NC(C)=O)[nH]c1=O)OCC	-9	5	-11	2	0.3	3	i	-0.8	1	2
50	Cn1c(Cc2ccccc2)nnc1SCC(=O)Nc1ccc2c(c1)OCCO2	-2	-27	6	4	-1.2	0	i	1.4	0	0
51	Cc1cccc(C)c1NC(=O)CSc1nnc(Cn2nnc(-c3ccccc3)n2)n1-c1ccccc1	3	4	-5	-1	-0.2	14	i	-0.2	6	0
52	CNC(=S)N/N=C(\C)c1cccc([N+](=O)[O-])c1	-2	1	-6	-2	-0.4	10	i	0.9	0	-14
53	C/C(=N/Oc1nc(C)cc(C)n1)c1ccc(Br)cc1	-1	22	-4	1	-0.6	9	i	0.4	-4	1
54	Cc1ccc(NC(=O)C2CCCN(c3cnccn3)C2)c(C)c1 (centres undefined)	-1	6	-11	2	-0.2	4	i	0.1	-1	-2

From PubChem
